Screens from PubChem BioAssay.
SRC3 TRFRET art = TR-FRET detection interference compounds, artefact control for PPARgamma SRC-3 recruitment agonists, biochemical, TR-FRET ratio; TR-FRET artefact counter-screen, PPARgamma/SRC-3 format; stronger effect = higher value; TR-FRET ratio at 8 µM; hit rate 0.39% among 99,000; in the data active = TR-FRET ratio above about 2000; note: inactives centre near 1600
SRC1 TRFRET art = TR-FRET detection interference compounds, primary screen, artefact control for PPARgamma SRC-1 recruitment agonists, biochemical, TR-FRET emission ratio | AID 1051, 2008 | hit rate 0.34% among 99,000 | TR-FRET detection artefact counter-screen; stronger effect = higher value | TR-FRET ratio at 8 µM; in the data active = TR-FRET ratio above about 2300; note: inactives centre near 1800
The depositor's hits bear a star.

SMILES	SRC3 TRFRET art	SRC1 TRFRET art
CC(=O)N=C1SC2CS(=O)(=O)CC2N1c1ccc(-c2nc3ccc(C)cc3s2)cc1 (stereo not drawn)	1659	1736
Nc1cccc(-c2cn3cccnc3n2)c1	1662	1960
O=C(Nc1ccc(OCc2ccccc2)cc1)c1cccc([N+](=O)[O-])c1	1480	1774
CCCCCCCCCCCC(=O)NC1CCS(=O)(=O)C1 (stereo not drawn)	1600	1628
COc1cc2c(cc1NC(=O)CSc1nc3ccc(C)cc3[nH]1)oc1ccccc12	1639	1844
Cc1noc(C)c1COc1cccc(C(=O)Nc2ccccc2N2CCOCC2)c1	1654	1832
C=CCn1c(SCC(=O)NCCOC)nnc1-c1cc2c(s1)CCC(CC)C2 (stereo not drawn)	1562	1861
O=S(=O)(Nc1cccc2c1CCCC2)c1cccc(C(F)(F)F)c1	1726	1763
CC(C)CN(CC(C)C)c1ccc(/C=N/n2cnnc2)cc1[N+](=O)[O-]	1305	1746
COc1cccc(NC(=O)CN(c2cccc(C(F)(F)F)c2)S(C)(=O)=O)c1	1540	1859
CN(c1ccc(OCC(=O)Nc2nc3ccccc3s2)cc1)S(=O)(=O)c1ccccc1	1740	1941
CCCCCCc1cc2cc(C(=O)Nc3ccccc3)c(=O)oc2cc1O	1454	1596
CCOC(=O)NC(=O)/C(N=Nc1cc(C)cc(C)c1)=C(\C)O	1569	1871
CCN(CC)C(C)C(=O)Nc1c2c(cc3c1CCC3)CCC2 (stereo not drawn)	1576	1776
COc1ccc(C2C(C#N)=C(N)N(c3cccnc3)C3=C2C(=O)CC(C)(C)C3)cc1OC (stereo not drawn)	1660	1703
Cn1cc(S(=O)(=O)Nc2ccc3c(c2)OCCO3)cn1	1459	1720
CN(C)S(=O)(=O)c1ccc(NC(=O)C2CC3C=CC2C3)cc1 (stereo not drawn)	1685	1997
Cc1nc(C)c(C(=O)NCCC(c2ccccc2)c2ccccc2)o1	1591	1885
O=C(NN=C1CCCCC1)c1cc(-c2ccccc2)n[nH]1	1460	1742
Cc1ccc(S(=O)(=O)N2CCN(C(=O)CC(C)(C)C)CC2)cc1	1616	1465

4 compounds already listed, ordered by length of the SMILES, ascending.
SMILES	SRC3 TRFRET art	SRC1 TRFRET art
CCCCCCc1cc2cc(C(=O)Nc3ccccc3)c(=O)oc2cc1O	1454	1596
Cc1ccc(S(=O)(=O)N2CCN(C(=O)CC(C)(C)C)CC2)cc1	1616	1465
Cc1noc(C)c1COc1cccc(C(=O)Nc2ccccc2N2CCOCC2)c1	1654	1832
CN(c1ccc(OCC(=O)Nc2nc3ccccc3s2)cc1)S(=O)(=O)c1ccccc1	1740	1941

The main list resumes, starting 2 compounds before the break.
SMILES	SRC3 TRFRET art	SRC1 TRFRET art
O=C(NN=C1CCCCC1)c1cc(-c2ccccc2)n[nH]1	1460	1742
Cc1ccc(S(=O)(=O)N2CCN(C(=O)CC(C)(C)C)CC2)cc1	1616	1465
CCCCOc1ccc(N(CC(=O)NC(C)C)C(=O)CCC(=O)Nc2ccccn2)cc1	1763	2019
O=C(c1cc(F)c(F)cc1Cl)N1CCN(c2ccc([N+](=O)[O-])c3ncccc23)CC1	1372	1631
COc1ccc(C(=O)CSc2nnc3ccccn23)cc1OC	1701	1667
CCOC(=O)N1CCN(CC(=O)N2c3ccccc3CCc3ccccc32)CC1	1389	1785
Cc1cccc(C)c1Nc1nnc(SCC(=O)Nc2ncc(C(F)(F)F)cc2Cl)s1	1593	1814
O=C(COC(=O)CNC(=O)c1cccs1)Nc1ccccc1C(F)(F)F	1669	2052
CNCc1sccc1C	1631	1725
CC(C)(CO)NCC(O)COc1ccc2c(c1)CCC2 (stereo not drawn)	1492	1723
CCn1ncc(Br)c1C(=O)Nc1cc([N+](=O)[O-])ccc1C	1556	1773
CSc1nc(N(C)C)nc(N2CC(=O)N(CCNS(=O)(=O)c3ccc(C)cc3)C2=N)n1	1377	1870
CC(C)S(=O)(=O)N1CCCC(C(=O)c2cccc(Cl)c2)C1 (stereo not drawn)	1550	1904
O=C(N/N=C/c1ccco1)c1cc(C2CC2)nc2ccccc12	1539	1913
Cc1ccc(C)c(SCC(=O)OCC(=O)NCc2ccccc2)c1	1728	1924
O=C(COC(=O)Cn1cnc2ccccc2c1=O)NCCC1=CCCCC1	1698	1908
C=CC(=O)NC(C)(C)CCN1CCOCC1	1565	1841
COc1cc([N+](=O)[O-])ccc1NC(=O)CSc1nccn1C	1788	1914
N/C(=N\OC(=O)COc1ccc2ccccc2c1)c1ccncc1	1537	1812
O=c1c(Cl)c2oc3ccccc3nc-2c2ccccc12	1740	1915
CCc1ccc(N=c2c([N+](=O)[O-])nn(-c3ccc4c(c3)OCCO4)n2O)cc1	1347	1741
CCOC(=O)c1cc(CC)sc1NC(=O)COC(=O)c1cc[n+]([O-])cc1	1552	1996
O=C(Nc1ccc(-c2nc3ccccc3s2)c(OC(=O)c2ccccc2)c1)c1ccccc1	1820	1968
O=C(CN1C(=O)C2CC=CCC2C1=O)OCc1cc(=O)n2cc(Br)ccc2n1 (stereo not drawn)	1463	1736
Cc1cc(NC(=O)Nc2ccc(C)c(C)c2)no1	1603	1990
CCN(CC)S(=O)(=O)c1ccc(NC(=S)NC(=O)C(C)C)cc1	1589	1677
CCc1[nH]c(=O)[nH]c1C(C)S(=O)(=O)c1ccc(C)cc1 (stereo not drawn)	1638	1712
O=C(O)CSc1nnc(-c2cccnc2)n1Cc1ccccc1	1570	1944
COc1ccc(NC(C)=O)cc1NC(=O)c1ccc2ccccc2c1	1610	1772
Cc1cccc(N2CCN(C(=S)Nc3ccc4nc(N5CCN(C)CC5)cc(C)c4c3)CC2)c1C	1655	1856
Cc1ccc2c(Cl)c(C(=O)NCCc3ccccc3)sc2c1	1565	1922
CC(C)Sc1nc2[nH]ncc2c(=O)[nH]1	1656	1724
CCOc1ccc(C(C)NC(=O)c2ccccc2F)cc1 (stereo not drawn)	1462	1978
CSCCC(NC(=O)c1ccc(=O)n(C)n1)c1nc2ccccc2[nH]1 (stereo not drawn)	1489	1649
CCOC(=O)c1[nH]c(C)c(C(=O)OCC(=O)Nc2sc3c(c2C#N)CCCCC3)c1C	1779	1650
O=C1NC2(CCCCC2)C(=O)N1Cc1cccc(C(F)(F)F)c1	1533	1726
CC(C)c1ccc(C(=O)NN2C(=O)C3CCCCC3C2=O)cc1 (stereo not drawn)	1589	1574
CSc1nc(-c2ccccc2)c2cc(Cl)ccc2n1	1551	1493
CCOC(=O)N1CCC(NCc2c(C(=O)N(C)Cc3ccccc3)nc3ccccn23)CC1	1527	2007
CCCCNC1=CC(=O)C(=O)c2ccccc21	1360	1907
CCC(=O)c1ccc(N2CCN(C(=O)c3ccccc3)CC2)c(F)c1	1670	1887
Cc1cc(C)n(-c2ccc(Cl)c(C(=O)Nc3ccc(OC(F)(F)F)cc3)n2)n1	1463	1830
Cc1onc(-c2c(Cl)cccc2Cl)c1C(=O)N1CCN(c2ncccn2)CC1	1673	1938
CCOC(=O)COc1c(/C=N\OC)cc(Cl)cc1OC	1737	1848
CCOCCCNC(=O)C1CCN(S(=O)(=O)N(CC(C)C)CC(C)C)CC1	1610	1887
Cn1c(SCc2ccc([N+](=O)[O-])cc2)nnc1-c1cccnc1	1529	1984
CS(=O)(=O)N1CCC(C(=O)NCc2ccc(Cl)cc2Cl)CC1	1692	1831
CCCCN1C(=S)NC[C@@H]1c1ccccc1	1367	1447
COc1c(C)cc(C(=O)C2CCCN(C(=O)c3cccc(-n4cccn4)c3)C2)cc1C (stereo not drawn)	1458	1692
CCCCCn1c(=O)[nH]c2cc(C(=O)NCc3ccccn3)ccc2c1=O	1399	1615
COC(=O)CSc1nc(N)c(C#N)c(CC(C)C)c1C#N	1590	1587
COc1ccc(NC(=O)C/C(C)=N/NC(=O)C(=O)NC(C)C)c(OC)c1	1526	1780
COc1ccc(COC(=O)N/C=C/c2ccco2)cc1	1697	2216
Cc1ccc(SCC(=O)Nc2ccc(S(=O)(=O)Nc3ncccn3)cc2)cc1	1561	1625
COc1cc(C(=O)NCCOc2ccc(F)cc2)c(Br)c(OC)c1OC	1693	1903
CCN(CC(=O)NC1CCS(=O)(=O)C1)S(=O)(=O)c1cccc(C(C)=O)c1 (stereo not drawn)	1312	1833
Cc1cccc(NC(=O)CSc2nnc(-c3n[nH]c4ccccc34)o2)c1	1586	1803
O=C1CC(NCC2CCCO2)C(=O)N1c1ccc(Cl)cc1 (stereo not drawn)	1284	1468
Cc1cc(N2CCN(C)CC2)nc2ccc(NC(=S)N3CCN(c4ccc(F)cc4)CC3)cc12	1663	2003
Cc1c(NC(=O)C(C)OC(=O)c2ccc([N+](=O)[O-])s2)c(=O)n(-c2ccccc2)n1C (stereo not drawn)	1426	1584
CC(=O)c1ccc(NC(=O)CSc2nnc(-c3ccco3)c(-c3ccco3)n2)cc1	1637	1800
CCOC(=O)COc1cnc2ccccc2n1	1708	1793

Next section; the last 6 above are carried over.
SMILES	SRC3 TRFRET art	SRC1 TRFRET art
Cc1cccc(NC(=O)CSc2nnc(-c3n[nH]c4ccccc34)o2)c1	1586	1803
O=C1CC(NCC2CCCO2)C(=O)N1c1ccc(Cl)cc1 (stereo not drawn)	1284	1468
Cc1cc(N2CCN(C)CC2)nc2ccc(NC(=S)N3CCN(c4ccc(F)cc4)CC3)cc12	1663	2003
Cc1c(NC(=O)C(C)OC(=O)c2ccc([N+](=O)[O-])s2)c(=O)n(-c2ccccc2)n1C (stereo not drawn)	1426	1584
CC(=O)c1ccc(NC(=O)CSc2nnc(-c3ccco3)c(-c3ccco3)n2)cc1	1637	1800
CCOC(=O)COc1cnc2ccccc2n1	1708	1793
Cc1nnc(SCc2ccc([N+](=O)[O-])cc2)o1	1577	1817
O=C(CCCc1ccccc1)NCc1ccccc1	1353	1634
CC1(C)CC(C(CC(=O)Nc2nccs2)c2ccccc2)CCO1 (stereo not drawn)	1600	1650
Cc1ccccc1OCC(O)CN(Cc1ccccc1O)C1CCCCC1 (stereo not drawn)	1446	1581
Cc1ccccc1OCc1nc2ccccc2[nH]1	1739	1770
Cc1cccc(NC(=O)c2ccccc2NC(=O)CCC(=O)O)c1	1404	1965
CC(C)=CCOc1ccc2ccc(=O)oc2c1	1580	1708
CCN(Cc1ccncc1)C(=O)CCc1nnc(CCC2CCCCC2)o1	1426	1526
CC(Sc1ccccc1)C(=O)NN=C1CCCCCCC1 (stereo not drawn)	1833	2060
CN(c1cccc(Cl)c1)S(=O)(=O)c1cccc(C(=O)Nc2nc3ccccc3[nH]2)c1	1782	2290
CC(C)NCC(O)(c1ccc(Cl)cc1)c1ccc(Cl)cc1	1672	1751
CN(C)/C=C/C(=O)c1ccc(C(F)(F)F)cc1F	1730	1953
COc1ccc(C2CC(c3cccs3)=NN2c2ccc(C=O)cc2)cc1 (stereo not drawn)	1587	1843
CC(C)NC(=O)NC(=O)COC(=O)c1cc[n+]([O-])cc1	1514	1809
Oc1c(Cl)cc(Cl)c2cccnc12	1703	1987
Cc1ccc(/C=C/C(=O)NC2CCS(=O)(=O)C2)cc1 (stereo not drawn)	1543	1784
CC(C)(C)C1CCC(OC(=O)c2cncc(Br)c2)CC1 (stereo not drawn)	1553	1776
Cc1ccc(-n2cc(CNCCc3cscn3)c(-c3ccc(F)cc3)n2)cc1	1730	1672
CCOCCc1c(O)nc(SCCOc2ccc(C)c(C)c2)[nH]c1=O	1616	1809
CCc1ccc(CN(C)C(=O)CCc2nnc(-c3ccc(-c4ccccc4)cc3)o2)nc1	1361	1543
COCC(=O)OCC(=O)Nc1ccc(Cl)cc1[N+](=O)[O-]	1448	1709
Cc1cc(C)nc(SCc2ccc(C(=O)N/N=C/c3cccnc3)cc2)n1	1305	1540
Cc1nc(NC(=O)COC(=O)CCC(=O)c2cccs2)c(Cl)cc1Cl	1431	1598
S=c1[nH]nc(-c2ccccc2)n1C1C=CCCC1 (stereo not drawn)	1754	2316*
O=C(Oc1cccc(-n2cnnn2)c1)c1ccccc1Cl	1752	1932
Cc1cc(NC(=O)CSc2ncccc2C(=O)O)no1	1797	1627
O=C(O)CC12CC3CC(C1)CC(n1cncn1)(C3)C2	1665	1952
O=C1CCN(C2CCN(Cc3nc(Cc4ccccc4F)no3)CC2)CCN1	1577	1708
COc1ccccc1OCc1nc(C#N)c(N2CCCC2)o1	1331	1743
Oc1ccccc1CNc1cccc2cccnc12	1461	1940
O=C(Cc1ccccc1[N+](=O)[O-])NCc1ccc(Cl)cc1Cl	1631	1972
CCOC(=O)C1=C(O)/C(=C\c2cc(C)n(-c3ccc(F)cc3)c2C)N=C1C	1692	2052
O=C(N/C(=C/c1ccc(Br)cc1)C(=O)N1CCCC1=O)c1ccco1	1607	1711
COc1ccc(COc2cc(-c3cccc(OC)c3)nc3ccc(NC(C)=O)cc23)cc1	1436	1606
COCCSc1nc(N)c(NC(=O)c2ccc(OC)cc2)c(=O)[nH]1	1449	1951
CNC(=O)CC1C(=O)N(Cc2ccccc2)C(=S)N1NC(=O)c1cccc(F)c1 (stereo not drawn)	1597	1730
CCOC(=O)C(CC)/C(C)=N\NC(=O)c1cccc(C)c1 (stereo not drawn)	1404	1483
CCOC(=O)c1[nH]c2ccc(OC)cc2c1NC(=S)N1CCN(c2ccccn2)CC1	1667	2036
COc1ccccc1NC(=O)c1ccc(NC(=O)CN2C(=O)CN(C)C2=O)cc1	1383	1496
Cc1ccc2cc(CN(CCCN(C)C)C(=S)NCc3ccccc3)c(=O)[nH]c2c1C	1607	1785
CCCCOc1ccc(C(=O)N/C(=C/C=C/c2ccccc2)C(=O)O)cc1	1452	1951
CSc1ccc(C(=O)C2CCCN(C(=O)c3cccc(N4CCOCC4)c3)C2)cc1 (stereo not drawn)	1699	2066

This is a subset; count on the stated rates, not on these rows.
